# ERAP1 HTS inh: inhibitors of human ERAP1 aminopeptidase | Q9NZ08 | recombinant ERAP1, Leu-AMC fluorescence, 60 min | inhibition, % at 10.7 µM | 340,000 tested, 0.15% active;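 active = mean replicate inhibition of at least 30%, or all replicates individually reaching that 30% level; inactive = mean below 30% and not every replicate reaching it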;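 also: 0% = neutral control wells and 100% = L-leucinethiol positive control wells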
# Target sequence (Q9NZ08 whole entry, looked up): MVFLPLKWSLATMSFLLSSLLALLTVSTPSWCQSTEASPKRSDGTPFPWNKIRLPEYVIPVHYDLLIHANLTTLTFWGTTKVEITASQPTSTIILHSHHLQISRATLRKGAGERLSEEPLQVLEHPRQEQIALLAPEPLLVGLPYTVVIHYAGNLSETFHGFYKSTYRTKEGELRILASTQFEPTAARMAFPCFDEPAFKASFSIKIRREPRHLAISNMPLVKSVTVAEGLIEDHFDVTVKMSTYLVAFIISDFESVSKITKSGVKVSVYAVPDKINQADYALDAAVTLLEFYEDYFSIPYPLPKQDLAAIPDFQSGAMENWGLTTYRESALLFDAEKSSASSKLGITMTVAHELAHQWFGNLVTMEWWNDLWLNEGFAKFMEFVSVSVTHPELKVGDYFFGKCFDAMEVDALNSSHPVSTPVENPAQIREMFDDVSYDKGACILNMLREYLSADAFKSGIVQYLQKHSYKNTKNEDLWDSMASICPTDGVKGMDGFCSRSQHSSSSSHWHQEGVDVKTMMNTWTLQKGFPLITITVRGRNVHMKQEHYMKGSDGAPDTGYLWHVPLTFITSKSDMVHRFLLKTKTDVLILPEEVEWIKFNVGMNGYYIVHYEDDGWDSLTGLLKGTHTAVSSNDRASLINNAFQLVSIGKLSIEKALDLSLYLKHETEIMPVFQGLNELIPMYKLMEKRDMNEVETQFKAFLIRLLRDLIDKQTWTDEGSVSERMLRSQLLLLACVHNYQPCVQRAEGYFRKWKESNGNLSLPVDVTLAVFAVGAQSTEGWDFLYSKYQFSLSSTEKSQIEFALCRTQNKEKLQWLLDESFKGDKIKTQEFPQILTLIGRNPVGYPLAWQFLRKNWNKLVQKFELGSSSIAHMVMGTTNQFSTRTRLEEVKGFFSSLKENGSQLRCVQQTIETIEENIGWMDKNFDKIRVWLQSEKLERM
# Cneo AK release: Cryptococcus neoformans lysis via adenylate kinase release; C. neoformans lysis, adenylate kinase release luminescence, 4 h; normalised: neutral wells 0, clomiphene wells 100; lysis activity, % at 15 µM; 360,000 tested, 0.2% active; AID 651654;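 active = mean lysis activity across replicates of at least 80%, whatever share of replicates individually reach that level; inactive = mean lysis activity below 80%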
#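 Material – Cryptococcus neoformans yeast cells · Quantity – 5 × 10^6 yeast cells/mL · Buffer or medium – YPD medium · Compound – single dose · Timing – 4 h static compound exposure, 37 °C, read 1 h post-reagent · Signal – adenylate kinase release luminescence · Read-out basis – lysis from increased AK signal · Benchmarks – Clomiphene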
# SIRT5 inh: inhibitors of human sirtuin-5 desuccinylase; Q9NXA8; Purified SirT5, succinyl-peptide AMC, trypsin-coupled fluorescence; inhibition, % at 15 µM; 330,000 tested, 1.1% active; in the data active = inhibition above about 15%; inconclusive = no clear call, values can overlap the other calls
# S100A4 inh HTS: blocks human S100A4 binding to myosin IIA peptide; AID 652163; 360,000 tested, 0.14% active; inhibition, % at 10.7 µM; P26447; S100A4/TAMRA-MyoIIA peptide fluorescence polarization;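 active = mean inhibition of at least 70% across replicates, with every replicate also reaching that level; inconclusive = mean inhibition reaches 70% but some replicates fall short; inactive = mean inhibition below 70%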
# Target sequence (P26447 whole entry, looked up): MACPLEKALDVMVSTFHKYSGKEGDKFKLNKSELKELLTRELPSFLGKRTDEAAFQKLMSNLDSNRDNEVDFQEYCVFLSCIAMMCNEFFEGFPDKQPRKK
#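 assay system = human S100A4 monomer with TAMRA-labelled myosin IIA peptide | also added = labelled myosin peptide probe, 5 nM | incubation = 5 min between mix addition and reading | control set = DMSO and TFP controls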
# XiGFP reactiv: activators of X-chromosome reactivation in mouse fibroblasts | 360,000 tested, 0.055% active | AID 743238 | activation, % at 7.58 µM | XiGFP mouse fibroblasts, % GFP-positive cells imaging, 3 d; cells co-treated with 5-aza-dC sensitizer; scaled so ellipticine positive control = 100%;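 active = mean normalized replicate activation at least 10% and every replicate at or above 10%; inconclusive = only one of the two criteria met; inactive = mean below 10% and not all replicates reach 10%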;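 also: 0% = median of on-plate neutral control wells and 100% = ellipticine 6 µM median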
#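 assay system = SV40-immortalized XiGFP fibroblast cells, line 68-5-11 | buffer or medium = DMEM plus 5-aza-dC sensitizer | doses = single-point pinned compound dosing | times = 3-day compound exposure, then 15 min fixation at room temperature | benchmarks = positive control ellipticine, 6 µM final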
# Statin myotox sup: suppression of simvastatin myotoxicity; C2C12 myotubes + simvastatin, ATP luminescence, 48 h; scaled: DMSO 0, geranylgeraniol control 100; AID 602340; 330,000 tested, 0.78% active; rescue of ATP level, % at 7.49 µM;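 active = mean ATP rescue above about 67%, or every replicate alone reaching that limit, limit read from the data, passing the limit was not always enough; inconclusive = no clear call, values can overlap the other calls; inactive = mean under the limit and some replicate under it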;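 also: myotubes were challenged with 10 µM simvastatin during compound exposure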
# LGR2 antag: Drosophila LGR2 receptor signaling inhibition. HEK293 LGR2, CRE-luciferase, bursicon-stimulated, 4 h. inhibition, % at 9.99 µM. 380,000 tested, 0.35% active. AID 720647;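 active = drop in luminescence signal, shown as inhibition above about 50% in the replicate tests, limit read from the data, passing the limit was not always enough; inconclusive = probably only some replicates passing the limit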;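 also: agonist challenge used bursicon conditioned medium at about half maximal strength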
# PGC1a acetyl inh: PGC1a acetylation modulation, inhibitor mode; 350,000 tested, 0.17% active; U2OS PGC1a acetylation, AlphaScreen anti-acetyl-lysine; with virally co-expressed GCN5 acetyltransferase; inhibition, % at 15.6 µM;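 active = every replicate shows inhibition of at least 40%; inconclusive = mean inhibition at least 40% but some replicate below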;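 also: 0% = neutral control wells and 100% = positive control wells; some results beyond the cut were filed as inactive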
# * = called active by the depositor; ? = inconclusive; . = no result given.
1: C[C@H](CO)N1C[C@H](C)[C@@H](CN(C)S(=O)(=O)c2cccs2)OCCCC[C@H](C)Oc2ccc(N(C)C)cc2C1=O
2: Cc1ccc(NC(=O)C2CCCC2)c(Br)c1
3: CC1CN(S(=O)(=O)c2ccc(NC(=O)CCCN3C(=O)c4ccccc4C3=O)cc2)CC(C)O1 (configuration not stated)
4: O=C(O)c1ccccc1NCc1cccnc1
5: COc1cccc(CNC(=O)C[C@@H]2C=C[C@@H](NS(=O)(=O)c3ccccc3OC)[C@@H](CO)O2)c1
6: CN1C(=O)c2cc(NC(=O)c3ccccc3)ccc2OC[C@@H]2O[C@@H](CC(=O)NC3CCCC3)CC[C@@H]21

screen / no.	1	2	3	4	5	6
ERAP1 HTS inh	-5.1	2.9	-6.2	.	-0.2	-0.8
Cneo AK release	5.1	0.5	1.4	-4.1	4.5	-3.1
SIRT5 inh	3.4	0.6	4.2	.	9.5	-1.7
S100A4 inh HTS	-1.6	-3.4	0.2	-5.4	-16.9	2.9
XiGFP reactiv	-0.1	-0.1	.	0.1	0.0	0.3
Statin myotox sup	-22.6	10.3	0.1	-6.4	-3.0	44.3
LGR2 antag	18.4	-5.8	2.1	21.9	0.3	10.3
PGC1a acetyl inh	0.8	-1.7	7.0	1.8	-8.6	0.6

7: CCCN(Cc1nc(-c2ccc(Cl)cc2)no1)CC1CCCO1 (configuration not stated)
8: COc1ccc([N+](=O)[O-])cc1NC(=O)C1CCCNC1=O (configuration not stated)
9: O=C(c1ccc(Cl)cc1)C1CCN(C(=S)Nc2ccccc2)CC1
10: CNc1nc(-c2ccccc2)cc(C(F)(F)F)c1C#N
11: C[C@@H]1CN([C@H](C)CO)C(=O)c2cc(NC(=O)Nc3ccc(C(F)(F)F)cc3)ccc2O[C@H]1CN(C)C(=O)Nc1cccc2ccccc12
12: O=[N+]([O-])c1ccccc1S(=O)(=O)Nc1ccc(-c2ccc(N3CCCC3)nn2)cc1

screen / no.	7	8	9	10	11	12
ERAP1 HTS inh	4.5	-1.5	-0.9	.	.	-2.6
Cneo AK release	.	1.5	-2.6	1.9	1.8	1.3
SIRT5 inh	-3.7	-7.7	0.0	.	.	0.2
S100A4 inh HTS	-4.3	-14.5	-3.8	.	.	-3.2
XiGFP reactiv	0.2	0.0	0.0	.	-0.1	0.1
Statin myotox sup	.	-17.2	-0.6	-4.7	-29.1	-26.8
LGR2 antag	7.8	6.1	-1.3	-5.3	1.3	2.0
PGC1a acetyl inh	7.0	7.1	-3.5	-6.8	-4.0	.

13: COc1ccc(N=C2S/C(=C\c3ccc(OC(C)C(=O)O)c(OC)c3)C(=O)N2CCc2c[nH]c3ccccc23)cc1 (configuration not stated)
14: C[C@H](CO)N1C[C@H](C)[C@H](CN(C)C(=O)C2CCCCC2)OCc2cn(nn2)CCCC1=O
15: CC(=Nc1ccccc1)C1=C(O)C(CC(C)C)NC1=O (configuration not stated)
16: Cc1noc(C)c1S(=O)(=O)Nc1cccc(C(F)(F)F)c1
17: Cc1noc(C)c1S(=O)(=O)Nc1ccc2c(c1)C(=O)N([C@H](C)CO)C[C@@H](C)[C@H](CN(C)C(=O)c1ccncc1)OCCCC[C@@H](C)O2
18: N#C[C@H]1[C@H](c2ccc(-c3cccc(F)c3)cc2)[C@@H](CO)N1C(=O)NC1CCCCC1

screen / no.	13	14	15	16	17	18
ERAP1 HTS inh	-1.0	1.9	-2.2	1.2	4.4	0.0
Cneo AK release	.	-2.2	-13.5	3.1	-0.3	.
SIRT5 inh	0.3	-4.4	5.6	-3.4	-1.3	0.1
S100A4 inh HTS	5.2	-1.5	-2.9	16.5	0.8	-11.9
XiGFP reactiv	0.0	0.1	0.1	0.0	-0.2	0.0
Statin myotox sup	.	-9.3	4.6	-6.9	.	.
LGR2 antag	12.6	-5.8	.	4.5	3.9	0.7
PGC1a acetyl inh	-2.5	-0.2	4.3	4.6	-15.3	.

19: Cc1ccc(N2CCN(/N=C/c3cccs3)CC2)cc1
20: CC(C)C(=O)N1CCCC1(C)C(=O)NCc1ccc(Cl)cc1 (configuration not stated)
21: CCSc1nnc([C@@H](NC(=O)OC(C)(C)C)C(C)C)o1
22: O=C(Cc1cccc(F)c1)N1CCCC(CO)(Cc2ccc(F)cc2F)C1 (configuration not stated)
23: COc1ccc(C)cc1NC(=S)N1CCN(c2ncccn2)CC1
24: CCOc1ccc(S(=O)(=O)NCC(=O)NC2CCCCC2)cc1

screen / no.	19	20	21	22	23	24
ERAP1 HTS inh	-0.2	1.8	-6.6	-1.7	1.8	-0.2
Cneo AK release	0.1	-9.0	-8.2	-1.0	0.4	-0.4
SIRT5 inh	7.8	-2.5	-0.5	.	0.2	-3.6
S100A4 inh HTS	1.1	-18.8	-10.8	-3.9	-3.9	8.2
XiGFP reactiv	.	0.5	0.2	0.0	0.2	0.9
Statin myotox sup	14.6	3.2	.	11.0	.	0.7
LGR2 antag	-7.7	10.8	-1.9	0.7	3.8	-6.8
PGC1a acetyl inh	2.9	-2.7	-1.1	-5.2	.	-4.3

25: C/C=C/c1ccc([C@H]2[C@@H](CO)N(Cc3cncnc3)C23CN(C(=O)CC2CC2)C3)cc1
26: O=C(CCn1c(=S)[nH]c2cc3c(cc2c1=O)OCO3)NCCc1ccccc1Cl
27: C[C@H]1CN([C@@H](C)CO)C(=O)Cc2cc(NC(=O)CCCCCC(=O)Nc3ccccc3N)ccc2O[C@@H]1CN(C)S(=O)(=O)c1cccs1
28: Cc1noc(C)c1S(=O)(=O)N(CC(=O)Nc1ccc2c(c1)OCCO2)c1ccc(C(C)C)cc1
29: COc1ccc(-c2ccc3c(c2)c(Sc2ccccc2)c(-c2ccccc2)n3C)cn1
30: O=C(CCC1CCN(C(=O)c2cccc(Cl)c2F)CC1)Nc1ccccc1

screen / no.	25	26	27	28	29	30
ERAP1 HTS inh	-2.1	1.8	.	.	0.6	-2.8
Cneo AK release	.	1.3	-2.4	-3.8	.	2.6
SIRT5 inh	0.0	.	.	.	-3.5	-2.3
S100A4 inh HTS	5.8	-3.5	.	-2.2	1.5	-0.8
XiGFP reactiv	0.0	0.0	0.3	0.0	0.1	0.3
Statin myotox sup	.	3.3	-2.9	-1.2	.	-1.4
LGR2 antag	-0.4	-17.5	0.9	7.8	-1.9	-8.5
PGC1a acetyl inh	6.4	5.6	5.4	-28.9	.	-0.7

31: CCOc1ccc(S(=O)(=O)N2CCOCC2)cc1NC(=O)c1ccccc1F
32: N/C(=N\OC(=O)COc1ccc([N+](=O)[O-])cc1)c1ccncc1
33: O=C(Cc1ccc(Cl)cc1)N/N=C/c1ccccc1
34: O=C(C[C@@H]1CC[C@@H]2[C@H](COC[C@@H](O)CN2CCC(F)(F)F)O1)NCc1ccc(Oc2ccccc2)cc1
35: CC(=O)Nc1cc(Cl)ccc1OS(=O)(=O)c1ccc(C)cc1
36: CCSc1nc2ccccc2c(=O)n1CCc1ccc(OC)c(OC)c1

screen / no.	31	32	33	34	35	36
ERAP1 HTS inh	1.3	2.9	4.0	-1.4	.	2.1
Cneo AK release	0.6	.	.	-2.5	-1.0	-2.8
SIRT5 inh	0.8	-7.9	-1.4	7.9	.	-3.8
S100A4 inh HTS	3.5	10.9	-2.4	2.1	.	0.8
XiGFP reactiv	0.0	0.0	0.1	0.5	0.4	0.3
Statin myotox sup	16.4	.	.	?	8.8	-14.7
LGR2 antag	-4.9	4.1	-4.8	.	-10.4	21.4
PGC1a acetyl inh	.	2.0	.	-22.3	-6.8	-25.7

37: C=CCNC(=O)c1c(Cl)cnn1-c1ccc(C)cc1
38: CC(Sc1nc(=O)cc(N)n1CCc1ccccc1)C(=O)NCc1ccccc1 (configuration not stated)
39: Cc1c(/C=N/NC(=O)CNc2ccccc2)c2ccccn2c1C(=O)c1ccncc1
40: N#Cc1ccc(-c2ccc(C3[C@H]4CNC[C@@H]3N4S(=O)(=O)c3ccccc3F)cc2)cc1 (some centres not stated)
41: CCn1cc([N+](=O)[O-])c(C(=O)Nc2c(C)nn(Cc3cccc(F)c3)c2C)n1
42: O=C1NC2(CCCCCC2)C(=O)N1Cc1cccc([N+](=O)[O-])c1

screen / no.	37	38	39	40	41	42
ERAP1 HTS inh	-2.2	1.5	3.6	2.0	1.3	0.9
Cneo AK release	.	.	.	.	.	-5.5
SIRT5 inh	-1.2	-3.3	-4.9	-1.8	-0.8	1.5
S100A4 inh HTS	-4.8	-2.7	-13.0	2.1	4.0	2.0
XiGFP reactiv	0.0	0.0	0.0	0.1	0.0	0.0
Statin myotox sup	.	.	.	.	.	2.4
LGR2 antag	-43.4	.	7.4	-15.9	8.2	9.7
PGC1a acetyl inh	-7.9	-5.2	.	.	.	10.2

43: CCOC(=O)N1CCC(Nc2c(NCCCN(CC)CC)c(=O)c2=O)CC1
44: CC(C(=O)NCC1CCCO1)c1ccc([N+](=O)[O-])cc1 (configuration not stated)
45: CC(OC(=O)C12CC3CC(CC(O)(C3)C1)C2)C(N)=O (configuration not stated)
46: COCCn1cnc2c1c(=O)n(Cc1c(F)cccc1Cl)c(=O)n2Cc1ccccc1
47: COC(=O)C1=C(Nc2ccccc2NC(=O)CCCC(=O)O)CSC1
48: CCCN(C)C[C@H]1OCCCC[C@H](C)Oc2ccc(NC(=O)Nc3ccc(C(F)(F)F)cc3)cc2C(=O)N([C@@H](C)CO)C[C@H]1C
49: Cc1cc2c(cc(C(=O)N3CCC(C(=O)N4CCCC4)CC3)n2Cc2c(F)cccc2Cl)o1
50: O=C(CO/N=C/c1cccc([N+](=O)[O-])c1)NC1CCCCC1

screen / no.	43	44	45	46	47	48	49	50
ERAP1 HTS inh	6.7	7.9	9.7	-3.1	-0.3	-0.9	2.4	2.7
Cneo AK release	3.4	.	-4.5	0.4	1.4	-3.0	7.1	-0.1
SIRT5 inh	-0.7	0.3	1.9	2.9	-2.0	-1.3	0.1	0.2
S100A4 inh HTS	-12.4	1.0	-1.1	1.6	-11.3	5.8	-1.6	-1.5
XiGFP reactiv	0.0	0.9	0.1	0.0	0.0	0.0	0.3	0.0
Statin myotox sup	-3.7	.	14.6	24.4	.	.	15.2	.
LGR2 antag	10.1	6.8	6.0	6.4	8.6	21.0	.	-10.0
PGC1a acetyl inh	-1.0	.	6.9	29.9	-2.6	7.7	8.7	.

# Molecules listed so far containing a COOH group:
4: O=C(O)c1ccccc1NCc1cccnc1
13: COc1ccc(N=C2S/C(=C\c3ccc(OC(C)C(=O)O)c(OC)c3)C(=O)N2CCc2c[nH]c3ccccc23)cc1 (configuration not stated)
47: COC(=O)C1=C(Nc2ccccc2NC(=O)CCCC(=O)O)CSC1

screen / no.	4	13	47
ERAP1 HTS inh	.	-1.0	-0.3
Cneo AK release	-4.1	.	1.4
SIRT5 inh	.	0.3	-2.0
S100A4 inh HTS	-5.4	5.2	-11.3
XiGFP reactiv	0.1	0.0	0.0
Statin myotox sup	-6.4	.	.
LGR2 antag	21.9	12.6	8.6
PGC1a acetyl inh	1.8	-2.5	-2.6

# Source: PubChem BioAssay (Broad Institute)

# Some of the compounds tested. The share of hits here may be higher or lower than overall.
